# High-throughput results (PubChem)
# S3 lipid droplet: qHTS Assay for Lipid Storage Modulators in Drosophila S3 Cells; Drosophila S3 cells, BODIPY lipid droplet fluorescence, 18-24 h; cells fed with added oleic acid; AID 2685; actives 0.64% (n = 320,000); lipid storage change, negative = inhibition, % at the top dose, mostly 46.1 µM; hits show Potency in µM; active = well fitted inhibition curve with a large enough effect in the signal ratio, with a control signal flat, not every such curve was filed as active; inconclusive = small, poorly fitted or top-dose-only effect, or effect the other way, or a change in a side signal; the % refers to the signal ratio
#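 Drosophila S3 cells got compounds at several concentrations plus oleic acid (400 uM solution). Laser-scanning cytometry with 488 nm excitation read lipid droplets at 500-530 nm and cells at 575-640 nm. Percent activity was relative to 20 uM Triacsin C.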
# S3 lipid droplet cell count max: also measured in S3 lipid droplet; calls as there; cell number change, %; measured here: cell count max response;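 cells counted by Cell Tracker Red CMTPX staining in the red channel; peak over a dose series mostly up to 46.1 µM; percent activity relative to internal control wells on each plate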
# * = called active by the depositor; i = inactive; ? = inconclusive; · = not tested or not shown. % is scaled to controls: 0 for no effect and ±100 for the full control effect; potency is read from the fitted curve at half-maximal effect. The list is partial (hit frequency here may not be typical).
SMILES,S3 lipid droplet,S3 lipid droplet cell count max
O=C(Nc1cccc(C(F)(F)F)c1)c1cccnc1NCCO,9.2µM*,18*
CCOc1ccc(NC(=O)CSc2nc3c([nH]c4ccccc43)c(=O)n2C)cc1,?,·
CC(CN1CCOCC1)(NS(=O)(=O)c1ccccc1)c1ccccc1 (stereo not given),i,·
O=C(c1cccc(Br)c1)N1CCN(c2ccc(N3CCOCC3)nn2)CC1,i,·
Cc1noc(C)c1COc1cccc(C(=O)N2CCN(C/C=C/c3ccccc3)CC2)c1,?,·
CC(=O)NCC(=O)N1CCCC(C(=O)c2ccc3c4c(cccc24)CC3)C1 (stereo not given),9%,9
CSC(C(=O)c1cc2ccccc2o1)c1ccccc1 (stereo not given),?,·
CCOC(=O)c1ccc(NS(=O)(=O)c2ccc3c(c2)oc(=O)n3C)cc1,3%,-6
COc1ccc(S(=O)(=O)N2CCN(C(=O)c3cc(C)oc3C)CC2)cc1OC,?,·
CCOC(=O)C1CCN(C(=O)Cn2cc(C(=O)C3CC3)c3ccccc32)CC1,10%,4
O=C(CN1CCN(Cc2cccc(F)c2)CC1)NCc1ccccc1,i,-7
CCNC(=O)CCSc1nc2cc(Cl)ccc2o1,0%,11
Cc1nnc(SC(C)C(=O)Nc2sc3c(c2C#N)CCCC3)[nH]c1=O (stereo not given),?,·
CSc1cccc(NC(N)=S)c1,-4%,5
CN(C)S(=O)(=O)c1cccc(NC(=O)c2ccc(-n3cncn3)c([N+](=O)[O-])c2)c1,?,·
O=C(CSc1nccn1-c1ccc(Cl)cc1)NCc1ccc2c(c1)OCO2,?,·
CC(C)Sc1nc2c(c(=O)[nH]c(=O)n2C)n1Cc1ccccc1,-2%,·
CCOC(=O)N1CCN(C(=O)CNC(=O)c2nn(-c3ccc(OC)c(Cl)c3)c(=O)c3ccccc23)CC1,?,·
O=C(NN1CCCCC1)c1ccc(COc2ccc(Cl)cc2)cc1,?,·
CC(C)CC1NC(=O)N(CC(=O)Nc2ccc3c(c2)OCCO3)C1=O (stereo not given),?,·
COc1ccccc1C(C)Nc1ccc(S(=O)(=O)N2CCN(C)CC2)cc1[N+](=O)[O-] (stereo not given),?,·
O=C(/C=C/c1ccc(Cl)cc1Cl)Nc1cccc(S(=O)(=O)NC2=NCCCCC2)c1,-3%,21
C(=N\Nc1ccccn1)/c1cccnc1,14%,9
CC(/C=N/NC(=O)Cn1cnc2c1c(=O)n(C)c(=O)n2C)=C\c1ccco1,1%,0
CSc1ccc(C2C(C#N)=C(N)Oc3c2ccc(=O)c2c(C)oc(C)c32)cc1 (stereo not given),?,·
SMILES,S3 lipid droplet,S3 lipid droplet cell count max
CCCCCN1C(C)=CC(=C(C#N)C#N)C=C1C,-3%,16
COc1ccc(C(=O)COC(=O)/C=C/c2ccc(S(=O)(=O)Nc3cccc(S(N)(=O)=O)c3)cc2)cc1,?,·
CC1(C)Cc2c(C#N)c(N3CCN(C(=O)c4ccco4)CC3)nc(-c3ccco3)c2CS1,?,·
COc1ccc(Cl)cc1-c1n[nH]c(=S)n1Cc1ccccc1,?,·
O/N=C(\c1ccccc1)c1nccc2ccccc12,?,·
CCOC(=O)c1ccc(N=Cc2nc3ccccc3n2C)cc1,12%,4
CN1CCc2c(sc(NC(=O)c3ccc(S(=O)(=O)N4CCCC4)cc3)c2C(N)=O)C1,?,·
O=C(NCCCN1CCCC1=O)C1CCN(S(=O)(=O)N2CCOCC2)CC1,?,·
COC(=O)c1c(C(=O)OC)c(-c2ccc(C)cc2)n2c1CS(=O)(=O)C2,?,·
Cc1ccc(S(=O)(=O)N2CCN(C(=O)CSc3ncn[nH]3)CC2)c(C)c1,?,·
Cc1ccc2c(c1)-c1c(cnn1CC(=O)N(Cc1ccco1)C1CCCCC1)CO2,?,·
COCCN(C(=O)CSc1nnc(-c2ccc(C(C)(C)C)cc2)n1N)c1c(N)n(CC(C)C)c(=O)[nH]c1=O,?,·
CCOc1ccc(NC(=O)C2CCCN(S(=O)(=O)c3ccc(-n4cnnn4)cc3)C2)cc1 (stereo not given),?,·
Cc1ccc2cc(C#N)c(NCCNC(=S)NCCCN3CCOCC3)nc2c1,?,·
O=C(OCC(=O)N1CCN(C(=O)c2ccco2)CC1)c1ccccc1,?,·
CC12CCC(=O)N1C(C(=O)N1CCN(S(=O)(=O)c3ccc(Br)cc3Cl)CC1)CS2 (stereo not given),6%,11
COCCNc1ncnc2c1nc1n2CCCC1,?,·
CC(C)CN1C(=O)C(=O)N(CC(=O)c2ccc3c(c2)OCO3)C1=O,7%,5
O=C(Nc1ccccc1Cl)c1sccc1-c1ccccc1,?,·
CCC(=O)c1ccc(OCC(=O)OCC(=O)c2cc(C)n(C)c2C)cc1,?,·
COc1ccc(NC(=O)CSc2nc3ccccc3c(=O)n2CCCC(=O)NCC2CCCO2)c(OC)c1 (stereo not given),?,·
CCOC(=O)C1CCN(C(=O)C(CCSC)NC(=O)COc2ccccc2)CC1 (stereo not given),-11%,22
CCN(CC)CCN(C(=O)C1CCCCC1)c1nc2cc3c(cc2s1)OCO3,-12%,·
CC(=O)Nc1ccc(NC(=O)c2sc3nc4c(c(-c5ccc(C)cc5)c3c2N)CCC4)cc1,?,·
COCc1ccc(C(=O)NC2CC(C)(C)Cc3c2cnn3-c2ccc(C)cc2)o1 (stereo not given),?,·
SMILES,S3 lipid droplet,S3 lipid droplet cell count max
CNCCCOc1cccc(OC(C)C)c1,27%,15
NS(=O)(=O)c1ccc(NC(=O)COC(=O)/C=C/c2ccc([N+](=O)[O-])cc2)cc1,?,·
CN1C2C(Br)CCCCN2c2ccc(F)cc2S1(=O)=O (stereo not given),?,·
O=C(NNS(=O)(=O)c1ccccc1)Nc1ccc(F)cc1,?,·
C/C(=N/NC(=O)CN1CCN(Cc2ccccc2Cl)CC1)c1ccco1,0%,·
CN(Cc1nc(-c2ccncc2)no1)S(=O)(=O)c1ccc(Cl)cc1,?,·
Nc1c(-c2ccc(Cl)cc2)cnn1-c1cccc(C(F)(F)F)c1,3%,11
O=S(=O)(Nc1cccc(F)c1)c1cccc2nsnc12,?,·
Cc1ccc(NC(=O)CSC2=C(C#N)C(c3ccco3)C3=C(CCCC3=O)N2)cc1 (stereo not given),?,·
O=C(CCNc1cccc(Cl)c1)c1cccs1,0%,-17
Cc1ccc(S(=O)(=O)N2CCN(CC(=O)NC(=O)NCc3ccccc3)CC2)cc1C,?,·
CCOC(=O)c1[nH]c(C)c(C(=O)Nc2ccc3c(c2)CCC3)c1C,?,·
C=C1CC[C@H](O)C/C1=C/C=C1\CCC[C@]2(C)[C@@H]([C@H](C)/C=C/[C@H](C)C(C)C)CC[C@@H]12,20%,20
OC(c1ccc(Cl)cc1)C(CN1CCOCC1)c1ccccc1 (stereo not given),9%,0
O=C(CN(C(=O)c1csnn1)c1ccccc1)NCCc1ccccc1,-15%,-2
CCCc1nc2nc(C)c(NS(=O)(=O)c3ccc(F)cc3)c(=O)n2[nH]1,?,·
CC(C)N(C(=O)Cn1cc(S(=O)(=O)CC(=O)NCc2ccc(F)cc2)c2ccccc21)C(C)C,-21%,0
C#CCOCCOCCOCCNc1nc(N2CCN(C(=O)[C@H](CCCCN)n3cc([C@@H](N)C(C)CC)nn3)CC2)nc(N2CCN(C(=O)[C@H](CCCCN)n3cc([C@@H](N)CO)nn3)CC2)n1 (stereo not given in full),-8%,0
CCCC(=O)Nc1nnc(CC(=O)OCC)s1,i,17
CCn1cnc2cc(NC(=O)c3ccc(C)cc3)ccc21,-4%,-9
CCN(CC)C(=S)Oc1c(Cl)cccc1Cl,5%,-6
Cc1c(C=O)c2ccccn2c1C(=O)c1cccc([N+](=O)[O-])c1,?,·
Cc1cc(C)c(S(=O)(=O)n2c([N+](=O)[O-])cnc2C)c(C)c1,8%,-14
Cc1ccccc1OCC(=O)NC(Cc1c[nH]c2ccccc12)C(=O)O (stereo not given),?,·
O=C(O)c1nc(-c2ccccc2)n(-c2cccc(C(F)(F)F)c2)n1,-3%,-13
SMILES,S3 lipid droplet,S3 lipid droplet cell count max
Cc1ccc(/C=C/C(=O)O)cc1S(=O)(=O)Nc1ccccc1C(=O)O,?,·
CNC(=O)C1CCN(S(=O)(=O)c2c(C)noc2/C=C/c2cccc(OC)c2)CC1,?,·
C#CCNC(=O)C1=C[C@H](c2coc3ccccc3c2=O)C[C@H](OCCCCO)O1,-13%,-1
O=C(NCc1ccccc1Br)c1ccc2c(c1)OCCO2,-6%,2
CCc1ccc(-c2csc(NC(=O)C3CC(=O)N(c4ccc5c(c4)OCCO5)C3)n2)cc1 (stereo not given),?,·
Cc1ccc(CN2[C@@H](CC3CCCCC3)COCCS2(=O)=O)cc1,?,·
CC12CCC(C(=O)N/N=C/c3ccc(O)cc3O)(OC1=O)C2(C)C (stereo not given),-11%,2
COc1cc2c(cc1OC)CN(CC(=O)Nc1ccc(S(=O)(=O)N3CCCC3)cc1)CC2,?,·
COc1ccc(Cl)cc1NC(=O)C(C)NC(c1ccccc1)c1ccccc1 (stereo not given),0%,0
COc1cccc(NC(=O)c2sc3nc(N4CCOCC4)c4c(c3c2N)CCCC4)c1,?,·
CCCCOC(=O)c1ccc(NC(=O)C(=O)CC(=O)c2ccc(OC)cc2)cc1,?,·
COc1ccccc1C(=O)NCCC(=O)NCc1ccncc1,?,·
CCOC(=O)COc1c(Br)cc(C2NC(=O)NC(C)=C2C(C)=O)cc1OC (stereo not given),1%,-3
O=C(CSc1ccccc1)NC1CCCCCC1,?,·
CCC(=O)NC(Nc1ncc(C)s1)(C(=O)OC)C(F)(F)F (stereo not given),-3%,2
c1ccc(COCCC2CO2)cc1 (stereo not given),?,·
CN(c1cccc(NC(=O)c2ccc(Cl)c(S(=O)(=O)Nc3ccccc3)c2)c1)S(C)(=O)=O,i,·
Cc1ccc(CC2C(=O)N(c3ccc(F)cc3)C(=O)C2C)cc1 (stereo not given),6%,-11
Cc1nnc(SCC2=C(C(=O)O)N3C(=O)[C@@H](NC(=O)Cn4cnnn4)[C@H]3SC2)s1,-3%,-17
CC(C)OC(=O)C(C(=O)C(F)(F)F)c1cc(NS(=O)(=O)c2ccc3ccccc3c2)c2ccccc2c1O (stereo not given),0%,-17
CCOC(=O)C1=C(C)NC(=O)NC1c1ccc(F)cc1 (stereo not given),?,·
CC(=O)c1ccc(NC(=O)c2ccc(S(=O)(=O)N3CCCC3)cc2)cc1,?,·
NNC(=O)c1sccc1OCc1ccc(Cl)cc1Cl,?,·
COC(=O)c1nc(-c2ccccc2)oc1N1CCOCC1,?,·
CC1=C(C(=O)NCc2ccc(Cl)cc2)C2(CCC(C)CC2)OC1=O (stereo not given),?,·
SMILES,S3 lipid droplet,S3 lipid droplet cell count max
COc1cc(OC)c(OC)cc1/C=N/Nc1nc2ccccc2[nH]1,10%,·
COc1ccc([N+](=O)[O-])cc1NC(=O)Cc1ccccc1Cl,?,·
O=C(COc1ccc([N+](=O)[O-])cc1Cl)N1CCOCC1,?,·
COC(=O)Nc1nn(-c2ccc(OC)cc2)c(=O)c(C#N)c1C,i,·
Cn1cc([N+](=O)[O-])c(C(=O)Nc2sc3c(c2C#N)CCC3)n1,i,6
CC1CCCCC1NC(=O)Cn1cnc2ccccc2c1=O (stereo not given),11%,19
CC1(OC(=O)c2cccs2)C(=O)C=C2C=C3CCCN3C=C2C1=O (stereo not given),-2%,·
O=C(N/N=C/C(Br)=C/c1ccccc1)c1cccnc1,9%,4
COc1ccc(CCN(C(=O)COc2ccccc2)c2nc(-c3ccccc3)cs2)cc1OC,?,·
N#Cc1ccccc1NC(=O)CN1CCN(Cc2ccccc2)CC1,1%,14

# Part of the list above, with tabs.
SMILES	S3 lipid droplet	S3 lipid droplet cell count max
Cn1cc([N+](=O)[O-])c(C(=O)Nc2sc3c(c2C#N)CCC3)n1	i	6
CC1CCCCC1NC(=O)Cn1cnc2ccccc2c1=O (stereo not given)	11%	19

# Molecules shown so far that have fluorine, in the order listed:
SMILES,S3 lipid droplet,S3 lipid droplet cell count max
O=C(Nc1cccc(C(F)(F)F)c1)c1cccnc1NCCO,9.2µM*,18*
O=C(CN1CCN(Cc2cccc(F)c2)CC1)NCc1ccccc1,i,-7
CN1C2C(Br)CCCCN2c2ccc(F)cc2S1(=O)=O (stereo not given),?,·
O=C(NNS(=O)(=O)c1ccccc1)Nc1ccc(F)cc1,?,·
Nc1c(-c2ccc(Cl)cc2)cnn1-c1cccc(C(F)(F)F)c1,3%,11
O=S(=O)(Nc1cccc(F)c1)c1cccc2nsnc12,?,·
CCCc1nc2nc(C)c(NS(=O)(=O)c3ccc(F)cc3)c(=O)n2[nH]1,?,·
CC(C)N(C(=O)Cn1cc(S(=O)(=O)CC(=O)NCc2ccc(F)cc2)c2ccccc21)C(C)C,-21%,0
O=C(O)c1nc(-c2ccccc2)n(-c2cccc(C(F)(F)F)c2)n1,-3%,-13
CCC(=O)NC(Nc1ncc(C)s1)(C(=O)OC)C(F)(F)F (stereo not given),-3%,2
Cc1ccc(CC2C(=O)N(c3ccc(F)cc3)C(=O)C2C)cc1 (stereo not given),6%,-11
CC(C)OC(=O)C(C(=O)C(F)(F)F)c1cc(NS(=O)(=O)c2ccc3ccccc3c2)c2ccccc2c1O (stereo not given),0%,-17
CCOC(=O)C1=C(C)NC(=O)NC1c1ccc(F)cc1 (stereo not given),?,·
